SRC3 TRFRET art: flags TR-FRET format artefacts in PPARgamma SRC-3 recruitment agonist screen | 99,000 tested, 0.39% active | TR-FRET artefact counter-screen, PPARgamma/SRC-3 format; hits give high values | TR-FRET ratio at 8 µM | AID 1048; in the data active = TR-FRET ratio above about 2000; note: inactives centre near 1600; reference of the scale not given here
SRC1 TRFRET art: flags TR-FRET format artefacts in PPARgamma SRC-1 recruitment agonist screen; TR-FRET detection artefact counter-screen, emission ratio; hits give high values; TR-FRET ratio at 8 µM; 99,000 tested, 0.34% active; AID 1051; in the data active = TR-FRET ratio above about 2300; note: inactives centre near 1800; reference of the scale not given here
Active calls of the source: *.

For Cc1cc(/C=C(/C#N)C(=O)Nc2ccc(Cl)cc2)c(C)n1-c1cccnc1 the results were SRC3 TRFRET art 1512 and SRC1 TRFRET art 1799.
Screening CCc1ccc(C2=NN(C(C)=O)C(c3ccco3)C2)cc1 (stereo unspecified) returned SRC3 TRFRET art 1712 and SRC1 TRFRET art 1989.
C=CCNC(=O)c1ccccc1NC(=O)Cc1ccccc1[N+](=O)[O-] was read as SRC3 TRFRET art 1740 and SRC1 TRFRET art 1749.
Screening COc1ccccc1[C@@H]1C(c2ccc(F)cc2)=NN(c2ccccc2)[C@H]1C(=O)N1CCOC1=O returned SRC3 TRFRET art 1628 and SRC1 TRFRET art 1775.
For COc1ccc(C(=O)CCN2CCN(c3ccccc3OC)CC2)cc1 the results were SRC3 TRFRET art 1572 and SRC1 TRFRET art 1841.
For Cc1ccc(S(=O)(=O)N(C(=O)c2ccco2)c2cc3sc(=O)oc3c3ccccc23)cc1 the results were SRC3 TRFRET art 1592 and SRC1 TRFRET art 1521.
For CCN(CC)C(=O)C(=O)Nc1cccc(Br)c1 the results were SRC3 TRFRET art 1736 and SRC1 TRFRET art 1799.
`COc1cccc(CCNC(=O)CC2C(=O)NCCN2CC(C)(C)C)c1` (stereo unspecified) gave SRC3 TRFRET art 1648 and SRC1 TRFRET art 1833.
`CCC(=O)NCCCc1nc2ccccc2n1Cc1ccccc1F` gave SRC3 TRFRET art 1539 and SRC1 TRFRET art 1905.
Screening Cc1cc(C)nc(/N=C(\N)N(Cc2ccccc2)Cc2ccccc2)n1 returned SRC3 TRFRET art 1549 and SRC1 TRFRET art 1750.
Screening COc1ccc(CNC(=O)CCNS(=O)(=O)c2cccc3nsnc23)cc1 returned SRC3 TRFRET art 1629 and SRC1 TRFRET art 1750.
COc1ccc(N(C(=O)CCl)C(C(=O)NCCc2ccccc2)c2cccs2)cc1Cl (stereo unspecified) was read as SRC3 TRFRET art 1749 and SRC1 TRFRET art 1945.
Screening O=C(Oc1ccc(C(=S)N2CCOCC2)cc1)c1ccccc1 returned SRC3 TRFRET art 1659 and SRC1 TRFRET art 1493.
Cc1ccc(N(C(=O)c2ccc(S(=O)(=O)N(C)C)cc2)C2C=CS(=O)(=O)C2)cc1 (stereo unspecified) was read as SRC3 TRFRET art 1635 and SRC1 TRFRET art 1605.
`O=C(Cc1ccccc1)Nc1nnc(-c2ccco2)o1` gave SRC3 TRFRET art 1624 and SRC1 TRFRET art 1869.
Screening COc1ccccc1NC(=O)Nc1ccc(C(N)=O)cc1 returned SRC3 TRFRET art 1548 and SRC1 TRFRET art 1774.
For CCN1C(=O)C(C)S/C1=N\S(=O)(=O)c1ccc(F)cc1 (stereo unspecified) the results were SRC3 TRFRET art 1605 and SRC1 TRFRET art 2076.
Screening CSCc1ccc(C(=O)NCc2ccc(C)cc2)cc1 returned SRC3 TRFRET art 1314 and SRC1 TRFRET art 1553.
O=C(Nc1cccc(C(F)(F)F)c1)C1(c2ccccc2)CC1 was read as SRC3 TRFRET art 1453 and SRC1 TRFRET art 1789.
CCN1CCN(c2nc(Nc3ccc(C)c(C)c3)nc(N)c2[N+](=O)[O-])CC1 was read as SRC3 TRFRET art 1477 and SRC1 TRFRET art 1614.
`CCc1cc2c(=O)[nH]c(-c3ccncc3)nc2s1` gave SRC3 TRFRET art 1369 and SRC1 TRFRET art 1747.
Cc1nnc(SCc2nc3ccccc3s2)n1N was read as SRC3 TRFRET art 1353 and SRC1 TRFRET art 1719.
CCOC(=O)c1c(NC(=O)Cn2cnc([N+](=O)[O-])n2)sc(C)c1C was read as SRC3 TRFRET art 1644 and SRC1 TRFRET art 1694.
Screening O=C(CN1CCC(NC(=O)c2ccco2)CC1)Nc1ccccc1[N+](=O)[O-] returned SRC3 TRFRET art 1482 and SRC1 TRFRET art 1777.
Screening C/[N+]([O-])=C\C1C(=O)CC(C)(C)CC1=O returned SRC3 TRFRET art 1473 and SRC1 TRFRET art 1666.
`COc1cc(/C=N/N=C(N)N)ccc1OCc1ccc(Cl)cc1` gave SRC3 TRFRET art 1698 and SRC1 TRFRET art 2028.
CCc1ccccc1N(C)S(=O)(=O)c1ccc2[nH]cc(C(=O)N3CCc4ccccc43)c(=O)c2c1 was read as SRC3 TRFRET art 1616 and SRC1 TRFRET art 1890.
For COc1ccc(S(=O)(=O)N2CCOCC2)cc1NC(=O)COC(=O)c1ccc(C)s1 the results were SRC3 TRFRET art 1714 and SRC1 TRFRET art 1710.
Screening CC1=NN(c2nc(-c3ccc(C)cc3)cs2)C(=O)C1N=Nc1cccc(C)c1 (stereo unspecified) returned SRC3 TRFRET art 1506 and SRC1 TRFRET art 1422.
For O=C(Cn1cnc2c(nnn2-c2ccccc2)c1=O)NCCc1ccccc1 the results were SRC3 TRFRET art 1805 and SRC1 TRFRET art 2080.
For COc1ccc(OC)c(C2=NNC(=NCc3ccc4c(c3)OCO4)SC2)c1 the results were SRC3 TRFRET art 1642 and SRC1 TRFRET art 1532.
For O=C(Nc1ccc(F)cc1F)NC1CC1 the results were SRC3 TRFRET art 1614 and SRC1 TRFRET art 1825.
`OCC1(CCOc2ccccc2)CCN(CC2=Cc3cc(Cl)ccc3OC2)CC1` gave SRC3 TRFRET art 1688 and SRC1 TRFRET art 1956.
For O=[N+]([O-])c1cc2c(c(CSc3nnnn3-c3ccc(O)cc3)c1)OCOC2 the results were SRC3 TRFRET art 1597 and SRC1 TRFRET art 1812.
For COc1cccc(OC)c1C(=O)Oc1ccc2c(c1)O/C(=C\c1ccncc1)C2=O the results were SRC3 TRFRET art 1418 and SRC1 TRFRET art 1363.
For NC(=O)N/N=C/c1ccccc1OCC(=O)NCc1ccccc1 the results were SRC3 TRFRET art 1441 and SRC1 TRFRET art 2012.
`COc1ccc(C(=O)Nc2cc3c(oc2=O)CCCC3=O)cc1` gave SRC3 TRFRET art 1584 and SRC1 TRFRET art 1820.
CCOc1ccc(N2CC(C(=O)Nc3ccc(OC)c(S(=O)(=O)N4CCCCC4)c3)CC2=O)cc1 (stereo unspecified) was read as SRC3 TRFRET art 1581 and SRC1 TRFRET art 1822.
Screening N#Cc1ccccc1CSc1nnc(Cc2ccccc2)o1 returned SRC3 TRFRET art 1730 and SRC1 TRFRET art 1893.
Screening CCOC(=O)CCC(NC(=O)CC(=O)NC(CCC(=O)OCC)C(=O)OCC)C(=O)OCC (stereo unspecified) returned SRC3 TRFRET art 1580 and SRC1 TRFRET art 1533.

The closing 2 records of the part above come first, to join the parts.
Screening N#Cc1ccccc1CSc1nnc(Cc2ccccc2)o1 returned SRC3 TRFRET art 1730 and SRC1 TRFRET art 1893.
Screening CCOC(=O)CCC(NC(=O)CC(=O)NC(CCC(=O)OCC)C(=O)OCC)C(=O)OCC (stereo unspecified) returned SRC3 TRFRET art 1580 and SRC1 TRFRET art 1533.
`Cc1ccc(N(CC(=O)Nc2c(C)n(C)n(-c3ccccc3)c2=O)S(C)(=O)=O)c(C)c1` gave SRC3 TRFRET art 1632 and SRC1 TRFRET art 2114.
NNS(=O)(=O)c1ccc(N2CCCC2=O)c([N+](=O)[O-])c1 was read as SRC3 TRFRET art 1825 and SRC1 TRFRET art 1688.
Screening COc1cccc(/C=C2/SC(=S)N(CC(=O)Nc3nnc(C)s3)C2=O)c1 returned SRC3 TRFRET art 1591 and SRC1 TRFRET art 1634.
Screening C=C(C)CNC(=S)NNC(=O)c1ccncc1 returned SRC3 TRFRET art 1732 and SRC1 TRFRET art 1863.
`CC(C)C(OC(=O)c1cccc(S(=O)(=O)NCC(F)(F)F)c1)C(=O)NC(N)=O` (stereo unspecified) gave SRC3 TRFRET art 1866 and SRC1 TRFRET art 1919.
Screening CCc1cc(CNC(=O)CC2C(=O)NCCN2Cc2c(F)cccc2Cl)on1 (stereo unspecified) returned SRC3 TRFRET art 1761 and SRC1 TRFRET art 1934.
For CS(=O)(=O)N(CC(=O)NCc1ccncc1)c1cc(Cl)ccc1Cl the results were SRC3 TRFRET art 1601 and SRC1 TRFRET art 1799.
Cc1ccc([N+](=O)[O-])cc1NC(=O)C(Sc1ccccc1)c1ccccc1 (stereo unspecified) was read as SRC3 TRFRET art 1427 and SRC1 TRFRET art 1783.
O=S(=O)(Nc1ccc2ccccc2c1)c1ccccc1 was read as SRC3 TRFRET art 1582 and SRC1 TRFRET art 1553.
`CN(C)S(=O)(=O)c1ccc(C(=O)Nc2cc(S(=O)(=O)Nc3ccccc3Cl)ccc2N2CCCCC2)cc1` gave SRC3 TRFRET art 1873 and SRC1 TRFRET art 1889.
`COc1ccc(N=C2S/C(=C\c3ccc(OCC(=O)O)cc3)C(=O)N2CCc2c[nH]c3ccccc23)cc1` gave SRC3 TRFRET art 1630 and SRC1 TRFRET art 1739.
Screening O=C(CSc1ccc2nnc(CCNS(=O)(=O)c3ccccc3)n2n1)Nc1nc2ccccc2s1 returned SRC3 TRFRET art 1523 and SRC1 TRFRET art 1717.
Cc1nn(C)cc1S(=O)(=O)N1CCCC(C(=O)O)C1 (stereo unspecified) was read as SRC3 TRFRET art 1497 and SRC1 TRFRET art 1632.
`CCN1CCN(C(=O)c2ccccc2NS(=O)(=O)c2ccc(Cl)cc2)CC1` gave SRC3 TRFRET art 1576 and SRC1 TRFRET art 1796.
Cc1ccccc1N1CCN(C2=NC(=O)/C(=C/c3cn[nH]c3-c3ccccc3)S2)CC1 was read as SRC3 TRFRET art 1316 and SRC1 TRFRET art 1849.
O=C(N/N=C/c1ccc[nH]1)c1ccc(Cl)cc1 was read as SRC3 TRFRET art 1752 and SRC1 TRFRET art 1966.
Screening CCOc1ccc(C2CC(c3ccc(OC)cc3)n3ncnc3N2)cc1 (stereo unspecified) returned SRC3 TRFRET art 1625 and SRC1 TRFRET art 1747.
For Cc1[nH]n(-c2ncc(-c3ccc(Cl)cc3)s2)c(=O)c1C(c1ccc(Cl)cc1)C(C#N)C#N (stereo unspecified) the results were SRC3 TRFRET art 1608 and SRC1 TRFRET art 2022.
`COC(=O)C1=C(C)N(CCc2c[nH]c3ccccc23)C(=O)C1` gave SRC3 TRFRET art 1670 and SRC1 TRFRET art 1729.
C#CCOC(=O)C[N+](C)(C)C/C=C/c1ccccc1 was read as SRC3 TRFRET art 1634 and SRC1 TRFRET art 2031.
COc1cccc(/C=C/C(=C2/C(=O)N(c3ccccc3)N=C2C)c2ccccc2)c1OC was read as SRC3 TRFRET art 1512 and SRC1 TRFRET art 1663.
`Cc1cc(C(C)(C)C)cc(C)c1CC1=NCCN1` gave SRC3 TRFRET art 1441 and SRC1 TRFRET art 1591.
For O=C1c2cccc3cccc(c23)C(=O)N1CCN1CCN(CC(O)COc2ccccc2)CC1 (stereo unspecified) the results were SRC3 TRFRET art 1537 and SRC1 TRFRET art 1886.
CCOc1cc(CN2CCC(CO)(Cc3cccc(C(F)(F)F)c3)CC2)ccc1OC was read as SRC3 TRFRET art 1669 and SRC1 TRFRET art 1704.
`COc1ccc(CN2CCC(CO)(CCOc3ccccc3)CC2)c(OC)c1C` gave SRC3 TRFRET art 1525 and SRC1 TRFRET art 1632.
Screening O=C(COC(=O)c1cccnc1Nc1cccc(C(F)(F)F)c1)NC1CCS(=O)(=O)C1 (stereo unspecified) returned SRC3 TRFRET art 1599 and SRC1 TRFRET art 1924.
For CCOC(=O)COc1nc(OC)nc(N2CCOCC2)n1 the results were SRC3 TRFRET art 1593 and SRC1 TRFRET art 1758.
`CCC(=O)N1CCc2cc(S(=O)(=O)CCC(=O)Nc3ccc(OC)c(OC)c3)ccc21` gave SRC3 TRFRET art 1659 and SRC1 TRFRET art 1740.
`COc1ccc(CCNC(=O)CCn2c(=O)c3ccccc3n(CC(=O)NCC3CCCO3)c2=O)cc1OC` (stereo unspecified) gave SRC3 TRFRET art 1816 and SRC1 TRFRET art 1668.
Screening Cc1ccc(S(=O)(=O)c2cc3ccccc3oc2=Nc2ccc3c(c2)OCCO3)cc1 returned SRC3 TRFRET art 1654 and SRC1 TRFRET art 2167.

As a short view, 6 of the compounds above.
COc1cccc(/C=C/C(=C2/C(=O)N(c3ccccc3)N=C2C)c2ccccc2)c1OC was read as SRC3 TRFRET art 1512 and SRC1 TRFRET art 1663.
`Cc1cc(C(C)(C)C)cc(C)c1CC1=NCCN1` gave SRC3 TRFRET art 1441 and SRC1 TRFRET art 1591.
For O=C1c2cccc3cccc(c23)C(=O)N1CCN1CCN(CC(O)COc2ccccc2)CC1 (stereo unspecified) the results were SRC3 TRFRET art 1537 and SRC1 TRFRET art 1886.
CCOc1cc(CN2CCC(CO)(Cc3cccc(C(F)(F)F)c3)CC2)ccc1OC was read as SRC3 TRFRET art 1669 and SRC1 TRFRET art 1704.
`COc1ccc(CN2CCC(CO)(CCOc3ccccc3)CC2)c(OC)c1C` gave SRC3 TRFRET art 1525 and SRC1 TRFRET art 1632.
Screening O=C(COC(=O)c1cccnc1Nc1cccc(C(F)(F)F)c1)NC1CCS(=O)(=O)C1 (stereo unspecified) returned SRC3 TRFRET art 1599 and SRC1 TRFRET art 1924.

Next records follow.
CC1CCN(C(=O)Cn2nnc(-c3cccs3)n2)CC1 was read as SRC3 TRFRET art 1647 and SRC1 TRFRET art 1679.
For COc1cc(/C=C(\NC(=O)c2ccccc2)C(=O)NCC(=O)O)c([N+](=O)[O-])cc1OC the results were SRC3 TRFRET art 1681 and SRC1 TRFRET art 1845.
For Cc1ccc(S(=O)(=O)n2[nH]c(=O)cc2N)cc1 the results were SRC3 TRFRET art 1612 and SRC1 TRFRET art 1733.
O=c1c(Cc2ccc(F)cc2)c(O)ccn1CCCn1ccnc1 was read as SRC3 TRFRET art 1614 and SRC1 TRFRET art 1843.
Screening CC(=O)Nc1ccc(C(=O)OCc2ccc(F)cc2Cl)cc1 returned SRC3 TRFRET art 1827 and SRC1 TRFRET art 1916.
O=C(Cn1cnc2ccccc21)N/N=C/c1cccnc1 was read as SRC3 TRFRET art 1381 and SRC1 TRFRET art 1898.
`COc1ccccc1CCc1nnc(CCC(=O)NC(C)Cn2nc(C)cc2C)o1` (stereo unspecified) gave SRC3 TRFRET art 1437 and SRC1 TRFRET art 1770.
`CC(=O)N(CN1C(=O)C2C3C=CC(C3)C2C1=O)c1cccc(Cl)c1` (stereo unspecified) gave SRC3 TRFRET art 1378 and SRC1 TRFRET art 1557.

Bioassay records deposited in PubChem by The Scripps Research Institute Molecular Screening Center.
